Bioassay records deposited in PubChem BioAssay by National Center for Advancing Translational Sciences (NCATS).
KDM5B inh – Primary screen for KDM5B Histone Demethylases FDH-coupled qHTS | Lysine-specific demethylase 5B (Homo sapiens), Q9UGL1 | KDM5B demethylase, FDH-coupled NADH fluorescence (FDH is formaldehyde dehydrogenase) | Potency, µM (highest dose often 57.7 µM), inactives show top-dose activity change, negative = inhibition, actives largely listed as inhibitors | 220,000 tested, 2.6% active | AID 1347165, 2019; active = well fitted inhibition curve with a large enough effect; inconclusive = small, poorly fitted or top-dose-only effect; inactive = no such curve, though single readings can be large or run the other way; also: 0% is about no effect; nearly all actives have a fitted effect of over 70% in size
Target sequence (Q9UGL1 whole entry, looked up): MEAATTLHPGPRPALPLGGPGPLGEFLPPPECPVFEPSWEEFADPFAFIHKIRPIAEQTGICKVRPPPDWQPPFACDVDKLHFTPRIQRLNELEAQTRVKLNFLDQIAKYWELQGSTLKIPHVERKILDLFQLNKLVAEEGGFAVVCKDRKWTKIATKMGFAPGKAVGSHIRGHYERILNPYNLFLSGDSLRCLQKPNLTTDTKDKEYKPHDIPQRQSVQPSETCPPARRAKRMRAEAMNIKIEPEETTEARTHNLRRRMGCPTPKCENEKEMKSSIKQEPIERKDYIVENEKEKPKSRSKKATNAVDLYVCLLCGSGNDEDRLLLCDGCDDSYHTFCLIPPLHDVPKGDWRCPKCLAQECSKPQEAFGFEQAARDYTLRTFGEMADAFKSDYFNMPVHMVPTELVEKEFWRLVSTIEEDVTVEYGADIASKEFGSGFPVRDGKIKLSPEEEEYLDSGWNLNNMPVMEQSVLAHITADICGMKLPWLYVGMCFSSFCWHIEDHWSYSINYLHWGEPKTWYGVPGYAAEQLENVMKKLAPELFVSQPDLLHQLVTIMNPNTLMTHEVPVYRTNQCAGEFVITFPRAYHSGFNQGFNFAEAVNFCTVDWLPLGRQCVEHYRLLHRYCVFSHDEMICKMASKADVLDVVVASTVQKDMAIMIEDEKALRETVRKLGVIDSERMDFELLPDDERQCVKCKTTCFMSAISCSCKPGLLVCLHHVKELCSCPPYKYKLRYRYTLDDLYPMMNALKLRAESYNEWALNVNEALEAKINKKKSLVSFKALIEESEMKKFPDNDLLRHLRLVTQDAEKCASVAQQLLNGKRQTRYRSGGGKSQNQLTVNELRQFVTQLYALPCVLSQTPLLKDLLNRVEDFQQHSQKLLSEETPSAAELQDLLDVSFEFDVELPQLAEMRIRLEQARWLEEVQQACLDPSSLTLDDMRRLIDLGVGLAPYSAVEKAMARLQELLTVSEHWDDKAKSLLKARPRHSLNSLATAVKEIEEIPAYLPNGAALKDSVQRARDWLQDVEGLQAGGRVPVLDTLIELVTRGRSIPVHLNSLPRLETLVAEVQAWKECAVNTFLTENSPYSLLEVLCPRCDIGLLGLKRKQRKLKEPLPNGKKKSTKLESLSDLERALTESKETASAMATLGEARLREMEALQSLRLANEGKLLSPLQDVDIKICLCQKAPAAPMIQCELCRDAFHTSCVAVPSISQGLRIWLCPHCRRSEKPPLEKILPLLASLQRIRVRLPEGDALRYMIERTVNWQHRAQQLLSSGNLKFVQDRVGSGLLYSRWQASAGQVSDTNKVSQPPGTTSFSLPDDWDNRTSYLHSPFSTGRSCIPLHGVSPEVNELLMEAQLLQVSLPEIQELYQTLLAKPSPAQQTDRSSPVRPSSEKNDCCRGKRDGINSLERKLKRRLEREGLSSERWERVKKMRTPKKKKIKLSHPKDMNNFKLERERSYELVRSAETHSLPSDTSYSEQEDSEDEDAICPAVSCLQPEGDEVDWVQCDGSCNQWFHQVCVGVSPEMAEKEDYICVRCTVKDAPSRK
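Measured: NADH fluorescence change, 30 min, RT. System: KDM5BΔAP 200 nM final, H3K4me3 peptide, α-KG, Fe(II), ascorbate, NAD⁺ plus FDH, pH 7.5 HEPES. Compounds: titrated, 10 min pre-incubation with enzyme.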
* = called active by the depositor; u = inconclusive; [ ] = remark or other dose. Potency is read from the fitted curve at half-maximal effect.

KDM5B inh	smiles
-26%	Cc1cc(C2=NNC(=NC3CCCC3)SC2)c(C)n1C1CC1
u	CN(Cc1ccco1)C(=O)c1cc2cc(Br)ccc2[nH]1
-15%	CCOc1cccc(CNC(=O)c2c(C)sc3ccn(CC)c(=O)c23)c1
-15%	O=C(NCC1CCCCO1)c1ccc(OC2CCN(C(=O)C3CC3)CC2)cc1 (stereo unspecified)
-2%[86.2 µM]	O=C(C[C@@H]1CCNC[C@@H]1Cc1cc(CN2CCCCC2)on1)NCc1cccs1
1%	COc1ccc(OC)c(C(=O)c2c(N)c(-c3nc(-c4ccc(C)c(C)c4)cs3)c3ccccn23)c1
-7%	O=C(NC1CC1)c1ccccc1OC1CN(Cc2cc(F)c(F)c(F)c2)C1
-18%	Cc1noc(C)c1COc1ccc(C(=O)N[C@@H]2CN(C(=O)Nc3cccc(C(F)(F)F)c3)CCC[C@H]2O)cc1

The list goes on.
KDM5B inh	smiles
-4%	CC[N+]1(C)CC2CCC(C)(C1)C2(C)C (stereo unspecified)
0%	Cc1ccc(NC(=O)C(C)N(C)Cc2ccc3c(c2)OCCO3)cc1F (stereo unspecified)
2%	Cc1nc(SCC(=O)NCc2ccc(S(=O)(=O)N3CCOCC3)cc2)n(C2CCCC2)c1C
9%	COCCN(CCOC)C(=O)CN1C(=O)NC2(CCCc3sccc32)C1=O (stereo unspecified)
1%	O=C(CN(C1CCCCC1)S(=O)(=O)c1ccc(Br)cc1)Nc1ccc(F)cc1F
u	CCC(C)(C)NC(=O)c1ccc(-c2nnc3ccc(NC(=O)C4CC4)cn23)cc1
15%	CC(=O)Nc1cccc(OC(=O)C23CC4CC(CC(C4)C2)C3)c1
15%	COc1ccc(C)cc1NC(=O)COC(=O)c1ccccc1C

(listing goes on)
KDM5B inh	smiles
14%	Clc1cccc(COc2cccc(-n3cnnn3)c2)c1
u	COc1ccc(C(=O)NCc2ccc(-c3csc(C)n3)s2)cc1F
-12%	Cc1ccccc1CC(=O)N1CCC[C@H]1c1nc(-c2ccccc2Cl)no1
22%	CCC(=O)N(C)C(C)c1cccs1 (stereo unspecified)
-6%	Cc1ccc(NC(=O)CCN=C2NS(=O)(=O)c3ccccc32)cc1Cl
15%	CC(Oc1ccccc1Cl)C(=O)N1CCC(c2nc3ccccc3o2)CC1 (stereo unspecified)
-24%	Cc1c(C(=O)NCCc2ccc(S(N)(=O)=O)cc2)sc2nc3n(c(=O)c12)CCCC3
-9%	COc1cc(C(=O)Nc2cc(C)ccc2OCc2cc(=O)n3cc(C)sc3n2)cc(OC)c1OC

Next part:
KDM5B inh	smiles
-9%	COc1cc(/C=N/NC(=S)NC2CC3C=CC2C3)cc(OC)c1OC (stereo unspecified)
-2%	N#C/C(=N\Nc1ccc([N+](=O)[O-])cc1)C(N)=S
-2%	CCOc1ccc(OCCOCCOc2ccccc2)cc1
u	O=C(NC1CCN(Cc2ccccc2)CC1)c1cc2n(n1)CC(c1ccc3c(c1)OCO3)OC2 (stereo unspecified)
-13%	CC(C)N1CCC(OCCCNC(=O)C2CCN(c3cnn(C)c(=O)c3)C2)CC1 (stereo unspecified)
-1%	CC1CC(=O)N(CC(=O)Nc2ccc(OC(F)(F)F)cc2)c2ccccc2S1 (stereo unspecified)
u	CCOc1cccc(C(=O)Nc2nc3c(s2)CC(C(C)(C)C)CC3)c1 (stereo unspecified)
-5%	CC(C(=O)Nc1ccc([N+](=O)[O-])cc1Cl)N1CCN(S(=O)(=O)c2cccs2)CC1 (stereo unspecified)

(more compounds)
KDM5B inh	smiles
-5%	O=c1c2c(CO)c(-c3ccc(F)cc3)nn2ccn1Cc1ccccc1F
u	CC(=O)c1ccc(N2CCN(C(=O)Nc3cn(CC(C)C)c(=O)c4ccccc34)CC2)cc1
10%	O=C(O)CSCc1ccccc1
11%	CCc1ccc(NC(=O)C(=O)c2c(C)[nH]c3ccccc23)cc1
u	Cc1ccc(Cn2cc(-c3ccncc3)cc2C(=O)N2CCCCCC2)cc1
0%	CC(C)c1ncc(C(=O)N2CCCC(CCc3ccccc3F)C2)c(=O)[nH]1 (stereo unspecified)
u	Cn1c(CBr)c(C(=O)c2ccc([N+](=O)[O-])cc2)c(=O)n(C)c1=O
u	O[C@@H]1C[C@@H](c2nc(-c3ccc4c(c3)OCO4)no2)N(Cc2ccncc2)C1

Some of these compounds in order of count of non-hydrogen atoms, lowest first.
KDM5B inh	smiles
10%	O=C(O)CSCc1ccccc1
-4%	CC[N+]1(C)CC2CCC(C)(C1)C2(C)C (stereo unspecified)
-2%	N#C/C(=N\Nc1ccc([N+](=O)[O-])cc1)C(N)=S
u	CN(Cc1ccco1)C(=O)c1cc2cc(Br)ccc2[nH]1
-26%	Cc1cc(C2=NNC(=NC3CCCC3)SC2)c(C)n1C1CC1
u	Cn1c(CBr)c(C(=O)c2ccc([N+](=O)[O-])cc2)c(=O)n(C)c1=O
u	CCOc1cccc(C(=O)Nc2nc3c(s2)CC(C(C)(C)C)CC3)c1 (stereo unspecified)
0%	Cc1ccc(NC(=O)C(C)N(C)Cc2ccc3c(c2)OCCO3)cc1F (stereo unspecified)
9%	COCCN(CCOC)C(=O)CN1C(=O)NC2(CCCc3sccc32)C1=O (stereo unspecified)
u	Cc1ccc(Cn2cc(-c3ccncc3)cc2C(=O)N2CCCCCC2)cc1
1%	O=C(CN(C1CCCCC1)S(=O)(=O)c1ccc(Br)cc1)Nc1ccc(F)cc1F
u	CC(=O)c1ccc(N2CCN(C(=O)Nc3cn(CC(C)C)c(=O)c4ccccc34)CC2)cc1
-9%	COc1cc(C(=O)Nc2cc(C)ccc2OCc2cc(=O)n3cc(C)sc3n2)cc(OC)c1OC
-18%	Cc1noc(C)c1COc1ccc(C(=O)N[C@@H]2CN(C(=O)Nc3cccc(C(F)(F)F)c3)CCC[C@H]2O)cc1

(next part)
KDM5B inh	smiles
-3%	N#CCCNC(=O)CN1CCCC(c2nc3ccccc3o2)C1 (stereo unspecified)
3%	CCOc1nc2ccccc2nc1N1CCC(C(=O)NCc2ccc(Cl)cc2)CC1
17%	COc1ccc(NC(=O)CCS(=O)(=O)c2nc(-c3cccs3)cc(C(F)(F)F)n2)cc1OC
9%	CCn1ncc(N2CCC(NC(=O)Cc3cccc(OC)c3)CC2)cc1=O
8%	CCCSc1nn(CCN(C)C)c2nc3sc4c(c3c(=O)n12)CCCCC4
-8%	COc1cccc(C(=O)Nc2oc3ccccc3c(=O)c2-c2ccc(Cl)cc2)c1
1%	Cc1ccc2[nH]cc(CCNC(=O)c3ccc(F)cc3)c2c1
1%[149 µM]	CC(C)NC(=O)N1CNC(=O)C12CCN(C(=O)c1ccccc1)CC2

New compounds follow.
KDM5B inh	smiles
17%	COc1cccc(CNC(=O)[C@@H]2C[C@@H](O)CN2C2CCN(C(=O)C3CC3)CC2)c1
-8%	COc1ccc(S(=O)(=O)NC[C@H]2O[C@@H](CO)[C@@H](O)[C@H]2N2CCN(C)CC2)cc1
-15%	CC(=O)c1ccc(NC(=O)C2CCN(S(=O)(=O)c3cccs3)CC2)cc1
3%	O=c1cc(-c2ccncc2)nc(-c2ccc(CN3CC[C@@H](O)C3)cc2)[nH]1
-5%	Cn1cc(CNC(=O)C[C@@H]2C[C@H]3O[C@H](CNC(=O)NCc4ccccc4)[C@@H](O)[C@H]3O2)cn1
u	CCN(CC)c1ccc(C=Nc2ccc(Nc3ccccc3)cc2)cc1
18%	CCC(C(=O)Nc1ccc(N(C)C)cc1)n1nnc2ccccc2c1=O (stereo unspecified)
-19%	COc1nccc(N2CCC(CC(=O)NCCN3CCC(C)CC3)CC2)n1

Continued.
KDM5B inh	smiles
-11%	Clc1ccc(CO/N=C/c2ccc(OCc3ccccc3)cc2)c(Cl)c1
u	COc1ccc(-c2cc(N3CCC(NC(=O)c4cc(C)ccc4C)C3)n[nH]2)cc1 (stereo unspecified)
5%	O=C(CN1CCN(c2ccc([N+](=O)[O-])c3cnccc23)CC1)Nc1ccccc1F
u	O=C(c1ccccc1F)N1CCC2(CC1)N=C(c1ccc(Cl)cc1)NO2
1%	Cc1cc(NC(C)C2CC3CCC2C3)n2ncnc2n1 (stereo unspecified)
4%	COCCOC1CN(C2CCN(C(=O)c3cnccn3)CC2)C12CCCCC2 (stereo unspecified)
14µM*	Cc1cccc(OCC(=O)N2CCCN(c3cc(-c4ccc(Cl)cc4)[nH]n3)CC2)c1
-1%	CC(C)CCN1CCC(N2CCN(C(=O)CCc3ccccc3)CC2)C1=O (stereo unspecified)

(continued)
KDM5B inh	smiles
5%	CCc1nn2c(=O)cc(CNc3cc(F)ccc3F)nc2s1
14%	CCOC(=O)/C(C#N)=C1\SCC(C#N)S1 (stereo unspecified)
6%	O=C(c1ccccc1-c1nn[nH]n1)N1CCOCC(O)(CN2CCCC2)C1 (stereo unspecified)
-3%[86.2 µM]	OCCc1ccc(Nc2cnc3ccc(N4CCOCC4)nn23)cc1
-15%	O=C(CN1CCN(c2ccc(Cl)cc2)CC1)Nc1ccc(F)c(F)c1
-20%	Cc1noc(C)c1CC(=O)N1CC[C@@H]2CN(S(C)(=O)=O)[C@@H]2C1
11%	CC(OC(=O)c1nn(C)c(=O)c2ccccc12)C(=O)c1c[nH]c2ccccc12 (stereo unspecified)
-12%[149 µM]	O=C1Nc2ccccc2CC12CCN(Cc1ccncc1)CC2

Continued:
KDM5B inh	smiles
u	O=C(Nc1ccc(F)cc1F)c1cc2c(=O)n3ccccc3nc2s1
u	COc1cccc(CNC(=O)CCc2cn(Cc3ccccc3Cl)c3ccccc23)c1
3%	CCCNC(=O)NC(=O)CSc1nc2ccccc2o1
29%	Cc1cc(C)n2nc(C(=O)Nc3cccc(S(=O)(=O)N(C)c4ccccc4)c3)nc2n1
13%	COc1ccc(NC(=O)Cn2nc3n(c2=O)CCCC3)cc1OC
-26%	Cc1ccccc1[C@H]1[C@@H](C(=O)NCc2n[nH]c(=O)[nH]2)C[C@@](C)(C(=O)O)N1C
5%	COc1ccc(NC(=O)C(=O)NCC(c2cccnc2)N2CCc3ccccc3C2)cc1 (stereo unspecified)
-1%	O=C(Nc1ccccc1[N+](=O)[O-])c1cc(S(=O)(=O)N2CCOCC2)cs1

Following part.
KDM5B inh	smiles
9%	CNC(=O)NC(=O)COC(=O)c1csc(NCc2ccccc2)n1
-19%	CN1CCc2c([nH]c3ccccc23)C12CCN(C(=O)c1ccccc1)CC2
13%	Cc1cccc(Cn2c(NCCCN3CCOCC3)nc3c2c(=O)[nH]c(=O)n3C)c1
15%	COc1cc(CCNC(=O)c2ccc3c(c2)c(C)c(C)n3Cc2cccc(C)c2)cc(OC)c1OC
-7%	Cc1c(Cl)cccc1NC(=O)C1CCCN(C(=O)Cc2cccc3ccccc23)C1 (stereo unspecified)
-13%	CCCNC(=O)C1CCN(c2nc3ccc(C)cc3[nH]2)CC1
-31%	Cc1cc(O)c(C(=O)/C=C/c2ccccc2)cc1Cl
-9%[86.2 µM]	CC(C)c1ccc(CC(=O)N2CCCc3ncc(C(=O)NCCN(C)C)cc32)cc1

Going on with the list.
KDM5B inh	smiles
u	CC(C)CNC(=O)CCSc1nc(-c2ccc3c(c2)OCO3)cc(C(F)(F)F)n1
4%	CC(C)CC(=O)N1C[C@@H](Oc2ccccc2)C[C@H]1C(=O)N1CCOCC1
15%	COCCN1C(=O)CCC2(C(=O)NCc3c(C)n[nH]c3C)CCCC=C12 (stereo unspecified)
-6%	COc1ccc(Cl)cc1Nc1ccc2cc(S(=O)(=O)N3CCCCC3)ccc2n1
-15%	O=C(NC1CCCN(c2cc(-c3ccccc3)[nH]n2)C1)c1cccc(Cl)c1 (stereo unspecified)
-12%	Cc1nc2c(-c3ccccc3)c(C)nn2c(C)c1CCC(=O)NCc1ccc(Cl)cc1
-8%	Cc1ccc(N2CCN(C(=O)c3cc(-c4ccccc4O)n[nH]3)CC2=O)cc1
18%	O=C(Nc1ccc2[nH]c(=O)c(=O)[nH]c2c1)c1cccc(F)c1

Next section
KDM5B inh	smiles
-6%	COCCN1C(=O)c2cccn2CC1CNC(=O)Cc1ccccc1 (stereo unspecified)
13%	COc1ccc(-c2nnc(COC(=O)c3[nH]c(C)c(C(C)=O)c3C)o2)cc1
453%[activator]	CCCC(C)NC(=O)CN1CCN(c2oc(-c3ccco3)nc2C#N)CC1 (stereo unspecified)
21%	O=C(CCn1c(=O)oc2ccccc21)Nc1cccc(Br)c1
-16%	O=CN1CCN(C(C(=O)O)c2c[nH]c3cc(NC(=O)c4ccccc4)ccc23)CC1 (stereo unspecified)
-10%	Cc1ccc(Cl)cc1NC(=O)c1cc(S(=O)(=O)N2CCOCC2)cn1C
-6%	COc1ccc(F)cc1C(=O)COC(=O)C1(c2ccc(Cl)cc2)CC1
20%	O=C(CC1CCCN(c2cnn(CC3CC3)c(=O)c2)C1)NCc1ccncc1 (stereo unspecified)

(more compounds)
KDM5B inh	smiles
-26%	COc1cccc(COC2CN(C(=O)CC3CCCC3)CC(=O)N(Cc3ccccn3)C2)c1 (stereo unspecified)
-18%	Oc1cccc(Nc2nc(-c3ccc(F)cc3F)cs2)c1
7%	CC1CCc2c(sc3ncnc(N4CCS(=O)CC4)c23)C1 (stereo unspecified)
-12%	COc1ccc(C(=O)N2[C@@H]3CC[C@H]2CC(NC(=O)c2ccncc2)C3)cn1 (stereo partly specified)
-3%	Cc1nnc2n1C(C)CN(C(=O)CCn1cnc3ccccc3c1=O)C2 (stereo unspecified)
-2%	O=C(NCc1ccccc1)NC[C@H]1O[C@@H]2C[C@@H](CC(=O)N3CCC(F)(F)C3)O[C@@H]2[C@@H]1O
u	Cc1cc(C[C@@H]2COC[C@@H]2NC(=O)CN2CCN(c3ncccn3)CC2)on1
u	COc1ccc(Nc2nc(-c3ccc(NC(C)=O)cc3)cs2)cc1
-28%[86.2 µM]	CN(C)c1cccc(-c2cnc(Nc3cncnc3)c3c2CCO3)c1
28µM*	Cc1noc(-c2ccc3c(c2)OCO3)c1C(=O)NCc1cc(F)cc(F)c1

These rows are one share of the data (hit frequency here may not be typical).
